Giardia killer = kills Giardia lamblia; Giardia lamblia trophozoite viability; activity change, % at 7.66 µM, hits read low; actives 0.15% (n = 340,000); in the data active = activity change below about -80%; inconclusive = between about -30% and that limit;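 note: parasites exposed to compound for two days anaerobically before the ATP read; % is set by controls: 0 for no effect and ±100 for the full control effect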
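Viability, read as ATP luminescence: trophozoites at 100 cells/well, compound added, 48 hrs anaerobic at 37 deg C, then 15-30 min room-temperature development before reading.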
VP16 counter = inhibits Gal4-VP16 luciferase reporter, ROR gamma counter-screen; AID 2546; Potency, µM (top dose mostly 53.6 µM), for the others: top-dose activity, negative = inhibition, hits mostly inhibitors; Drosophila S2 Gal4-VP16 UAS-luciferase, luminescence, 20 h; actives 3.5% (n = 310,000);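 note: Gal4-VP16 expression switched on by copper sulfate through the metallothionein promoter; potency is the fitted concentration of half-maximal effect; % is set by controls: 0 for no effect and ±100 for the full control effect; nearly all actives have a fitted effect of over 50% in size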
KCNH2 3.1 inh = blocks the human KCNH2 3.1 channel isoform. activity change, % (tested at about 1.8 µM). U2OS KCNH2 3.1, thallium flux FluxOr; active compounds read low. actives 0.95% (n = 340,000);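 active = maximum activity change below -70%; inconclusive = maximum activity change from -70% to -50%; inactive = maximum activity change above -50%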;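 note: thallium influx rate constant from kinetic fluorescence after stimulation buffer; % is set by controls: 0 for no effect and ±100 for the full control effect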
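Virally transduced U2OS (3.1 isoform, 4 h infection in dark at RT) → overnight 37 C → FluxOr + Red40 in HBSS/HEPES, 45 min → stimulation buffer, 2 min kinetic read → rate constant vs DMSO controls.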
Rab9 promoter act = Rab9 promoter activation; Potency, µM (top dose mostly 9.22 µM), inactives show at the top dose activation, negative = inhibition, hits mostly activators; Huh7 Rab9 promoter-luciferase reporter, luminescence, 24 h; actives 2.8% (n = 320,000); note: potency is the fitted concentration of half-maximal effect; % of control where 0% means no effect; nearly all actives have a fitted effect of over 60% in size
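Huh7 reporter line, Rab9 promoter upstream of luciferase. Compound exposure 24 h at 37 °C in reduced-serum medium with 10% FBS. Read-out: luminescence.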
FLuc modulator = inhibits or activates purified firefly luciferase, miR-21 counter-screen | P08659 | purified FLuc, Km substrates, luminescence inhibition | Potency, µM (top dose mostly 57.5 µM), inactives show top-dose activity change, negative = inhibition, hits mostly inhibitors | actives 6.9% (n = 360,000) | AID 588342;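 note: potency is the fitted concentration of half-maximal effect; plate controls were vehicle for no effect and reference inhibitor for full effect; nearly all actives have a fitted effect of over 55% in size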
Target sequence (P08659 whole entry, looked up): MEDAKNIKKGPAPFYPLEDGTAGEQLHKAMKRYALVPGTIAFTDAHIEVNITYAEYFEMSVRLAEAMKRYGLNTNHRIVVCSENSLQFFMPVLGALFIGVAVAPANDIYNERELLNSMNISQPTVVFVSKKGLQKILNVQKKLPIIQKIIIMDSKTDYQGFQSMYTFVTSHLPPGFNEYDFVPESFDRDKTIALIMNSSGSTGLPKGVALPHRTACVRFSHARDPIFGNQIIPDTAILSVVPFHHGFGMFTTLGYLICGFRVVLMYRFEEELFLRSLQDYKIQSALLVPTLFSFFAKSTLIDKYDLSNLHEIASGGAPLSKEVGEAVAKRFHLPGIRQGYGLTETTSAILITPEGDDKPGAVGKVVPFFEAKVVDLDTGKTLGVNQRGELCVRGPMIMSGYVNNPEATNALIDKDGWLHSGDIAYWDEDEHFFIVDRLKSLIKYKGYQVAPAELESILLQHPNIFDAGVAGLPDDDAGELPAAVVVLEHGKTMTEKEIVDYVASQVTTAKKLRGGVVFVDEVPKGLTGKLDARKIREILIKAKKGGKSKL
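Biochemical qHTS of compounds, final roughly 60 µM downward over six points, against 10 nM purified firefly luciferase using Km concentrations of substrates (10 uM D-luciferin, 10 uM ATP) in Tris acetate pH 7.5 buffer; luminescence output.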
Tb PFK block = inhibitors of T. brucei phosphofructokinase. Potency, µM (series often up to 57.5 µM), without a hit: at the top dose activity, negative = inhibition, actives largely listed as inhibitors. O15648. AID 485367. T. brucei PFK, ADP-Glo luminescence. actives 0.17% (n = 330,000);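 note: potency is the fitted concentration of half-maximal effect; 0% = uninhibited 1x PFK enzyme wells and -100% = no-enzyme wells; nearly all actives have a fitted effect of over 60% in size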
Target sequence (O15648 whole entry, looked up): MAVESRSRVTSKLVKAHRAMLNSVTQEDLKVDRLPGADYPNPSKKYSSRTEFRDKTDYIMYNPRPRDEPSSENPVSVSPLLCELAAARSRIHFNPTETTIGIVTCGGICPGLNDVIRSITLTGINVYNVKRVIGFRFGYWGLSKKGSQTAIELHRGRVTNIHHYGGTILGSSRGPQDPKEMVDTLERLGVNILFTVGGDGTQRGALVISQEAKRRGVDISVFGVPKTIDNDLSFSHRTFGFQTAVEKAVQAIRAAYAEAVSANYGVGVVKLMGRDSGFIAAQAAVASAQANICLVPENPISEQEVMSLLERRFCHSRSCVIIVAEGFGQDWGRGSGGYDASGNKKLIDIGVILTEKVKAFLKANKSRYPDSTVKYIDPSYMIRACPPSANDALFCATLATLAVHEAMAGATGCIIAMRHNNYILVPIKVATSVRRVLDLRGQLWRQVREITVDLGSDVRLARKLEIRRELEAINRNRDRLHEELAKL
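1.25 nM PFK with 0.5 mM F6P and 0.1 mM ATP in 0.1 M TEA pH 8.0, 5 mM MgCl2, incubated 45 min at room temperature; ADP measured by ADP-Glo luminescence; compounds titrated up to 57 uM.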
Coupling enz = coupling enzyme interference in Giardia aldolase counter-screen; actives 0.67% (n = 290,000); coupling enzyme system counterscreen, AmpLite Red fluorescence; activity change, negative = inhibition, % at 58.2 µM, hits read low; in the data active = activity change below about -30%; note: % is set by controls: 0 for no effect and ±100 for the full control effect
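Counterscreen of the coupled detection system alone, without aldolase: glyceraldehyde-3-phosphate coupling enzymes plus AmpLite Red readout. Compounds at 57.5 uM final, 10 min RT preincubation, 20 min RT reaction, fluorescence 525/598 nm.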
ELG1 genotoxic = genotoxicity induction in ELG1-luciferase HEK293T cells; HEK293T ELG1-luciferase reporter, luminescence, 16 h; Potency, µM (highest dose often 46 µM), inactives show at the highest dose activity change, positive = activation, hits mostly activators; actives 1.3% (n = 330,000); AID 504466; note: potency is the fitted concentration of half-maximal effect; % of control where 0% means no effect; nearly all actives have a fitted effect of over 60% in size
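Reporter readout depends on ELG1 protein level, which increases with genetic stress. After 16 hr compound exposure at 37 °C, luciferase activity was quantified using ONE-Glo.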
RORgamma inh = inhibitors of mouse ROR gamma transcriptional activity; P51450; Drosophila S2 Gal4-RORgamma UAS-luciferase reporter, 20 h; Potency, µM (titrated, usually from 53.6 µM), for the others: top-dose activity change, negative = inhibition, usual class: inhibitors; actives 5.4% (n = 310,000); AID 2551; note: potency is the fitted concentration of half-maximal effect; % is set by controls: 0 for no effect and ±100 for the full control effect; nearly all actives have a fitted effect of over 60% in size
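Luminescence from a UAS-regulated Photinus luciferase reporter in stably transfected Drosophila Schneider cells is measured; decreased signal marks ROR gamma inhibition. Fusion expression is induced by 700 uM copper sulfate for 20 hr.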
NPC1 prom act = activates the NPC1 promoter; Huh7 NPC1 promoter luciferase reporter, 24 h; Potency, µM (series often up to 9.22 µM), without a hit: top-dose activation, actives largely listed as activators; actives 2.4% (n = 320,000); AID 485313;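 note: potency is the fitted concentration of half-maximal effect; % of control where 0% means no effect; nearly all actives have a fitted effect of over 60% in size; reporter is driven by a mutant NPC1 promoter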
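Compounds in DMSO were transferred onto Huh7 NPC1-luciferase reporter cells pre-incubated 2 h; after 24 h at 37 °C, Amplite reagent was dispensed and luminescence recorded 10 min later.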
uPA surface inh = cell surface uPA generation inhibition; cell surface uPA generation assay, qHTS; Potency, µM (highest dose often 38.3 µM), for the others: at the highest dose activity change, negative = inhibition, hits mostly inhibitors; actives 0.31% (n = 330,000); active = well fitted inhibition curve with a large enough effect; inconclusive = small, poorly fitted or top-dose-only effect; inactive = no such curve, though single readings can be large or run the other way; tested in mouse RAW 264.7 cells; note: potency is the fitted concentration of half-maximal effect; % is set by controls: 0 for no effect and ±100 for the full control effect; nearly all actives have a fitted effect of over 55% in size
Numbers without * were called inactive; ? = inconclusive; . = no result given; & = joins results of further samples; [ ] = dose if it differs, or a comment. Unless noted, calls come from the whole dose curve; as a rule, active = well fitted curve in the direction sought with a large enough effect; inconclusive = small, poorly fitted or top-dose-only effect, or another doubt; inactive = no such curve, though single readings can be large; an effect the other way counts as inactive or inconclusive. Random draw from the library; about 14% have a hit in one of these screens.

Results follow in this order: Giardia killer	VP16 counter	KCNH2 3.1 inh	Rab9 promoter act	FLuc modulator	Tb PFK block	Coupling enz	ELG1 genotoxic	RORgamma inh	NPC1 prom act	uPA surface inh
CCCNS(=O)(=O)c1ccc(CCC(=O)N2CCOCC2)cc1
    -1	-13%	-8	6%	5%	0%	4	-3%	26%	1%	4%
Cc1ccc(SCC(=O)c2cc(C)c(OC(=S)N(C)C)c(C)c2)cc1
    -8	?	10	?	8.5µM*	-1%	0	7.3µM*	4%	2.5µM*	6%
COc1cc2[nH]c(=O)n(CCC(=O)NC3CCN(Cc4ccccc4)CC3)c(=O)c2cc1OC
    32[activator]	-3%	-4	-2%	-5%	6%	5	-2%	-8%	13%	0%
N#Cc1ccccc1S(=O)(=O)N1CCN(CC(=O)Nc2ccccc2C(=O)NC2CC2)CC1
    -23	.	8	2%	-1%	-1%	.	-7%	.	-4%	8%
COc1cc(C(=O)N2CCNCC2)cc(OC)c1OC
    0	5%	3	0%	1%	2%	-2	0%	-25%	2%	-7%
Cc1cc(C(=O)NCC2COc3ccccc3O2)c2ccccc2n1 (centres undefined)
    -5	-3%	18	-8%	4%	-1%	2	-10%	32%	-8%	-4%
O=C(NNC(=O)c1cncc(Br)c1)c1ccncc1
    5	.	9	-3%	6%	0%	.	1%	.	-2%	-1%
CC(C)(Cc1ccc(O)cc1)NC(=O)CC(=O)N=Nc1c(O)[nH]c2ccc(Br)cc12
    6	0%	-45	0%	-7%	-3%	0	-10%	14%	-1%	3%
CCOC(=O)N1CCN(C(=O)COc2ccc(Br)cc2Cl)CC1
    0	-15%	-5	0%	-1%	-10%	5	3%	12%	0%	.
COc1ccc(/C=N/NC(=O)CN(CCc2ccccc2)S(=O)(=O)c2ccc(NC(C)=O)cc2)cc1OC
    -2	1%	-11	-3%	?	-1%	0	3%	41%	-1%	-9%
COCCn1c(SCC(=O)Nc2cc(C(C)(C)C)nn2-c2ccccc2)nc2ccccc2c1=O
    -11	0%	5	0%	6%	-1%	2	11%	2%	-5%	2%
COc1ccc(CCNC(=O)CCCn2c(SCC(N)=O)nc3cc4c(cc3c2=O)OCO4)cc1OC
    .	0%	.	-4%	0%&-1%	-6%	-1	0%	-16%	-8%	.
Cc1cc(C)nc(N/N=C/c2sccc2C)n1
    -9	-23%	5	4%	?	0%	-8	13%	?	9%	4%
O=C(CCN1C(=O)C2CCCCC2C1=O)N1CCN(S(=O)(=O)c2c(F)cccc2F)CC1 (centres undefined)
    3	.	4	-4%	6%	-2%	.	-2%	.	1%	1%
CCc1cc2c(CN3CCN(CCO)CC3)cc(=O)oc2cc1O
    12	.	-1	2%	0%	-21%	-2	1%	0%[0.365 µM]	19%	8%
CCCCCCn1c(N2CCC(C(N)=O)CC2)nc2c1c(=O)n(C)c(=O)n2C
    -11	-3%	8	-2%	2%	6%	0	-5%	23%	8%	0%
COc1ccc(C2C(C(=O)NCCCN3CCOCC3)c3ccccc3C(=O)N2c2ccc(OC)cc2)cc1 (centres undefined)
    -2	7%	4	8%	0%	-4%	3	5%	-16%	-9%	-5%
CCOC(=O)c1ccccc1NC(=O)c1ccc(F)cc1
    9	4%	16	-2%	-4%	-5%	7	.	-17%	-2%	-4%
COCCC(=O)N1CCC(Oc2ccc(C(=O)N3C[C@H]4CC[C@H]3C4)cc2)CC1
    7	-3%	-2	10%	2%	-9%	.	-1%	23%	-3%	3%
COc1ccc(-c2cc(C(=O)N3CCCCC3)c3ccccc3n2)cc1OC
    15	-4%	-5	-1%	?	3%	1	-7%	?	-4%	-6%
O=C1N(CN2CCN(c3cccc(Cl)c3)CC2)c2ccccc2C12OCCCO2
    8	-2%	20	0%	4%	-18%	0	1%	3%	-2%	.
CCCS(=O)(=O)N1CCCC(C(=O)N2CCOCC2)C1 (centres undefined)
    12	-3%	-19	2%	1%	0%	4	0%	-10%	-3%	9%
Cc1nc2ccccc2n1S(=O)(=O)c1cc(C(=O)O)ccc1Cl
    6	-6%	-10	2%[1.84 µM]	-2%	-1%	-2	1%	-20%	-9%	-13%
CC(=O)Nc1ccc(S(=O)(=O)NCC(=O)NCCCc2ccccc2)cc1
    -21	-2%	-4	0%	1%	-2%	1	1%	3%	-1%	3%
CCC(=O)OC1(C)C(=O)C=C2C=C(c3ccsc3)OC=C2C1=O (centres undefined)
    5	8%&-7%	31	-8%	0%	-3%	0&-8	-1%	25%&-5%	0%	-2%
COCCCNC(=O)c1ccc(CS(=O)(=O)c2ccccc2C)o1
    10	9%	14	-8%	-1%	6%	2	-1%	3%	-7%	4%
O=CN1CCc2scc[n+]2-c2ccccc21
    13	-8%	11	-6%	-2%	-9%	-1	1%	6%	0%	.
C/C(=N\NC(=O)c1ccccc1)c1c(C)[nH]n(-c2ccccc2)c1=O
    7	1.3µM*	20	-20%	-13%	-3%	4	4%	0.89µM*	-25%	-2%
O=C(COC(=O)c1cnccn1)c1ccc(Cl)cc1
    -24	5%	-19	0%	19µM*	-5%	0	2%	2%	-5%	5%
CC(C)(C)N(Cc1cc2ccccc2[nH]c1=O)C(=O)c1ccco1
    -5	3%	53	-1%	0%	-15%	-1	4%	-3%	-1%	6%

Taken from above:
O=C1N(CN2CCN(c3cccc(Cl)c3)CC2)c2ccccc2C12OCCCO2 – KCNH2 3.1 inh: 20
COCCCNC(=O)c1ccc(CS(=O)(=O)c2ccccc2C)o1 – ELG1 genotoxic: -1%

Next part
Results follow in this order: Giardia killer	VP16 counter	KCNH2 3.1 inh	Rab9 promoter act	FLuc modulator	Tb PFK block	Coupling enz	ELG1 genotoxic	RORgamma inh	NPC1 prom act	uPA surface inh
CCn1c(=O)n(CC)c2cc([N+](=O)[O-])ccc21
    -1	8%	2	-7%	-1%	-1%	2	12%	-23%	0%	1%
CC(C)/C=C1\CCc2c([nH]c3ccccc23)C1=O
    -2	27%	-13	?	?	-3%	-2	-14%	41%	12%	0%
O=C1C2C3C=CC(C3)C2C(=O)N1CCN1CCN(Cc2ccc([N+](=O)[O-])cc2)CC1 (centres undefined)
    4	-12%	-2	-9%	-1%	1%	0	-8%	?	-6%	2%
Cc1nc2sc(C(c3ccco3)N3CC(C)OC(C)C3)c(O)n2n1 (centres undefined)
    -7	-10%	1	2%	0%	-9%	-7	1%	-18%	3%	1%
CC(C(=O)NC(C)(C)C)N(C(=O)CS(=O)CC(=O)Nc1ccc(F)cc1)C1CCCC1 (centres undefined)
    8	-6%	-3	-4%	0%	-1%	1	0%	-3%	-2%	10%
CCOC(=O)N/N=C(\C)c1ccc(C)c([N+](=O)[O-])c1
    13	-3%	-4	27%	?	7%	1	7%	38%	11%	3%
COc1ccc(-c2noc(CCC(=O)NCCc3ccccc3)n2)cc1OC
    16	-15%	9	4%	5%	-1%	3	1%	-1%	-3%	-1%
COc1ccc(OCCC(=O)c2ccc(OC)cc2)cc1
    29	-20%	-2	-3%	-13%	-3%	1	1%	-25%	-2%	-2%
O=C(O)c1cccc(S(=O)(=O)N(Cc2ccccc2)c2ccccc2)c1
    -15	-7%	-21	2%	?	-6%	0	-2%	-6%	5%	2%
C=C(C)COc1ccc2c3c(c(=O)oc2c1OCC(=C)C)CCC3
    19	-23%	8	11%	3%	2%	-1	-2%	?	-6%	-7%
CCOC(=O)c1c(NC(=O)c2cccs2)sc2c1CCC2
    9	-6%	-4	2%	1%	-1%	0	2%	5%	5%	12%
CC1(C)C2CCC(C2)C1C/C=N/NC(N)=S (centres undefined)
    -9	4µM*	-3	-10%	0%	0%	0	-9%	1.8µM*	-6%	-4%
O=C(C1CCN(S(=O)(=O)N2CCC3(CC2)OCCO3)CC1)N1CCC(Cc2ccccc2)CC1
    -4	-13%	-9	-2%	5%	3%	3	-10%	?	-4%	7%
Cc1c(OCC(=O)N[C@@H](Cc2c[nH]c3ccccc23)C(=O)O)ccc2c1oc(=O)c1ccccc12
    -2	1%	9	-9%	-14%	1%	17	-1%	0%	1%	7%
O=C(Nc1ccc2c(c1)OCO2)C1CC(=O)N(c2cccc(Cl)c2)C1 (centres undefined)
    13	4%	-6	5%	?	3%	4	29%	1%	-6%	2%
COC(=O)Cn1c(=O)c2c(n(Cc3ccccc3)c1=O)N/C(=C/c1ccc(Br)cc1)C2=O
    16	9%	-1	-1%	3%	-1%	1	-11%	25%	-2%	5%
Cc1nnsc1C(=O)N1CCCC(Nc2ccc(C(C)C)cc2)C1 (centres undefined)
    30	-6%	4	0%	-3%	-4%	-4	0%	14%	-1%	-4%

Screening results: PubChem, National Center for Advancing Translational Sciences (NCATS)
